mut p53 react = mutant p53 pathway reactivation | SW480 PUMA-promoter luciferase | activation, % at 9.98 µM | 28,000 compounds, 1.5% hits | AID 624151; in the data active = activation above about 52%
STK33 kin inh = inhibitors of human STK33 kinase. ADP-Glo luminescence, MBP substrate. inhibition, % at 12.5 µM. 27,000 compounds, 0.44% hits. AID 2322; in the data active = inhibition above about 20%
Target sequence (Q9BYT3 whole entry, looked up): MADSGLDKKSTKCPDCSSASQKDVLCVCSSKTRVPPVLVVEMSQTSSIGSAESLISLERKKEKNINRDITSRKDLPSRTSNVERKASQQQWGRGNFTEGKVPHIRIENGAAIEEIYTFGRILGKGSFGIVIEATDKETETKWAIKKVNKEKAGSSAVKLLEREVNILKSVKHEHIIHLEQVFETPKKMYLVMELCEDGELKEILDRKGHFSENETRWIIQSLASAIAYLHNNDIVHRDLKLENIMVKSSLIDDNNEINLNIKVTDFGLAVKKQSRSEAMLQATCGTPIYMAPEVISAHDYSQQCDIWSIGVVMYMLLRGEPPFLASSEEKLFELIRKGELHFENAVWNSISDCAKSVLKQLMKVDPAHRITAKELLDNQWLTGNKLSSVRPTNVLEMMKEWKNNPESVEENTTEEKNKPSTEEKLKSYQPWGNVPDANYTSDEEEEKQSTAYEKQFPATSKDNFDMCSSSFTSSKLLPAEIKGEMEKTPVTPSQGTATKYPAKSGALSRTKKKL
* marks the source's active call; other numbers are inactive results; . = no result given; & = joins results of further samples. This is a subset; the hit share may differ from the screen's.

SMILES	mut p53 react	STK33 kin inh
CC(C(=O)O)c1ccc(C(=O)c2cccs2)cc1 (stereo unspecified)	.	0
CCN(CC)CCNC(=O)c1cc(Cl)c(N)cc1OC	.	3&-8
CCCNC(C)C(=O)Nc1c(C)csc1C(=O)OC (stereo unspecified)	2	-1
C[C@]12CCC(=O)C=C1CC[C@@H]1C2CC[C@@]2(C)C1CC[C@@H]2C(=O)CO (stereo partly specified)	-11	-1
O=C(CCNNC(=O)c1ccncc1)NCc1ccccc1	.	-6
Cc1c(NC(=O)c2cccnc2)c(=O)n(-c2ccccc2)n1C	1	-9
OCCN1CCN(CCCN2c3ccccc3Sc3ccc(Cl)cc32)CC1	.	4
Cc1cc(Cn2cnc3c2CC(C(=O)O)N(C(=O)C(c2ccccc2)c2ccccc2)C3)ccc1N(C)C (stereo unspecified)	1	.
COc1cc2ncnc(Nc3cccc(O)c3)c2cc1OC	-7	43*
CCOC(=O)c1ccc(N)cc1	.	-2
CN1CCOC(c2ccccc2)c2ccccc2C1 (stereo unspecified)	3	-1
CN(C)CCOC(C)(c1ccccc1)c1ccccn1 (stereo unspecified)	6	3
CC(=O)c1ccc(S(=O)(=O)NC(=O)NC2CCCCC2)cc1	-8	-2
CN(C(=O)CCCOc1ccc2[nH]c(=O)ccc2c1)C1CCCCC1	.	3
CN1CCN(C(c2ccccc2)c2ccccc2)CC1	8	0&1

One compound at a time, as listed above. Values in the order: mut p53 react, STK33 kin inh
CN(C)CCOC(C)(c1ccccc1)c1ccccn1 (stereo unspecified) is listed with 6, 3
Cc1c(NC(=O)c2cccnc2)c(=O)n(-c2ccccc2)n1C is listed with 1, -9
CCN(CC)CCNC(=O)c1cc(Cl)c(N)cc1OC is listed with ., 3&-8

The main list resumes, repeating the 2 entries before the break.
SMILES	mut p53 react	STK33 kin inh
CN(C(=O)CCCOc1ccc2[nH]c(=O)ccc2c1)C1CCCCC1	.	3
CN1CCN(C(c2ccccc2)c2ccccc2)CC1	8	0&1
CC(=O)C1C(=O)C2C3c4c[nH]c5cccc(c45)CC3C(C)(C)N2C1=O (stereo unspecified)	-19	-1
COc1cc(O)c2c(=O)cc(-c3ccc(OC)c(-c4c(O)cc(O)c5c(=O)cc(-c6ccc(O)cc6)oc45)c3)oc2c1	.	1
CCOc1ccc(NC(=O)Cn2cc(C(=O)c3ccco3)c3ccccc32)cc1	-3	-4
O=[N+]([O-])c1ccc(O)c(C(c2c[nH]c3ccccc23)c2c[nH]c3ccccc23)c1	-10	-3
Cc1cc(-c2ccccc2)nnc1NCCN1CCOCC1	.	-1
COc1ccc(/C=C/C(=O)Nc2ccccc2C(=O)O)cc1OC	-44	.
CC(C)C1C(=O)N(S(C)(=O)=O)[C@@H]2CCN(C(=O)/C=C/CN3CCCCC3)[C@@H]12 (stereo partly specified)	1	.
Cc1nc2ccccn2c(=O)c1CCN1CCC(C(=O)c2ccc(F)cc2)CC1	.	0
CC(=O)C1C(=O)[C@@H]2[C@H]3c4c[nH]c5cccc(c45)C[C@H]3C(C)(C)N2C1=O (stereo partly specified)	-47	-1
c1ccc(CC2=NCCN2)cc1	-4	1
COc1ccc(S(=O)(=O)N2c3ccc(Cl)cc3[C@](O)(c3ccccc3Cl)[C@@H]2C(=O)N2CCC[C@H]2C(N)=O)cc1OC	-14	.
c1ccc(CN(CC2=NCCN2)c2ccccc2)cc1	10	3
COc1ccccc1N1CCN(CCCNc2cc(=O)n(C)c(=O)n2C)CC1	-9	2&0
CC(COc1ccccc1)NC(C)C(O)c1ccc(O)cc1 (stereo unspecified)	.	1
C[C@@H]1CC[C@]2(C(=O)O[C@@H]3O[C@H](CO[C@@H]4O[C@H](CO)[C@@H](O[C@@H]5O[C@@H](C)[C@H](O)[C@@H](O)[C@H]5O)[C@H](O)[C@H]4O)[C@@H](O)[C@H](O)[C@H]3O)CC[C@]3(C)C(=CCC4[C@@]5(C)C[C@@H](O)[C@H](O)[C@@](C)(CO)C5CC[C@]43C)C2[C@H]1C (stereo partly specified)	9	-11
O=C(c1ccc(F)cc1)C1CCN(CCn2c(=O)[nH]c3ccccc3c2=O)CC1	.	4&2
CC1(C)O[C@H]2CC(=O)OC[C@]23[C@H]2CC[C@@]4(C)[C@H](c5ccoc5)OC(=O)[C@H]5O[C@]54[C@]2(C)C(=O)C[C@@H]13	.	-2
CCCn1cnc2c1c(=O)n(CCCCC(C)=O)c(=O)n2C	-12	-4

For convenience, some entries already given.
SMILES	mut p53 react	STK33 kin inh
CC(C(=O)O)c1ccc(C(=O)c2cccs2)cc1 (stereo unspecified)	.	0
CCN(CC)CCNC(=O)c1cc(Cl)c(N)cc1OC	.	3&-8
CCCNC(C)C(=O)Nc1c(C)csc1C(=O)OC (stereo unspecified)	2	-1
C[C@]12CCC(=O)C=C1CC[C@@H]1C2CC[C@@]2(C)C1CC[C@@H]2C(=O)CO (stereo partly specified)	-11	-1
O=C(CCNNC(=O)c1ccncc1)NCc1ccccc1	.	-6
Cc1c(NC(=O)c2cccnc2)c(=O)n(-c2ccccc2)n1C	1	-9
OCCN1CCN(CCCN2c3ccccc3Sc3ccc(Cl)cc32)CC1	.	4
